Screening data deposited in PubChem by several laboratories.
STAT1 blocker – reduces IFN-gamma driven STAT1 reporter signal. NIH 3T3 STAT1-luciferase reporter, luminescence. inhibition, % at 5.5 µM. 200,000 tested, 0.35% active. AID 920;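 active = inhibition above a set limit, the mean inhibition across all tested compounds plus 3 SD, cut at about 34% in these data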;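 note: 0% = IFN-gamma with DMSO and 100% = IFN-gamma with 300 µM nifuroxazide; values of inactives mirror those of a sister screen read the other way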
DTT redox prof – compounds producing H2O2 with reducing agent – biochemical, NIH compound library profiling, artefact control for MLSCN library redox annotation, primary screen. DTT-dependent redox cycling H2O2, phenol red/HRP absorbance; 100% = 100 µM peroxide control, 0% = buffer. activation, % at 10 µM. 200,000 tested, 0.03% active. AID 878;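 active = activation of at least 50% relative to the plate's high and low controls in the primary single-dose screen; inactive = activation below 50%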;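 note: compound incubated with DTT at 0.8 mM final as the reducing agent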
Efa HMGR inh – blocks class II HMG-CoA reductase of Enterococcus faecalis; purified E. faecalis HMGR, NADPH absorbance 340 nm kinetic; 190,000 tested, 0.41% active; inhibition, % at 10 µM; AID 1066;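 active = inhibition above a set limit, the median over all tested compounds plus 3 SD, cut at about 9.5% in these data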;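 note: enzyme runs in reverse so mevalonate oxidation gives rising NADPH absorbance; 0% = complete reaction with DMSO and 100% = background rate lacking mevalonate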
STAT3 blocker – inhibitors of IL-6 induced STAT3 signaling | U3A cells, IL-6 STAT3-luciferase reporter, luminescence; host cell line lacks STAT1 | 190,000 tested, 0.89% active | AID 862 | inhibition, % at 5.5 µM;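 active = inhibition above the mean inhibition across all screened compounds plus 3 SD, cut at about 44% in these data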;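 note: 0% = DMSO only wells and 100% = 100 µM nifuroxazide control wells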
Hsp70 activator – transcriptional activators of Hsp70. HeLa Hsp70 promoter luciferase reporter, luminescence; scaled: vehicle 0, proteasome-inhibitor control 100%. 200,000 tested, 0.04% active. AID 1203. activation, % at 10 µM;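 active = activation above the mean across all tested compounds plus 3 SD, cutoff set per campaign, cut at about 5.5% in these data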;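 note: 100% = MG132 at 30 µM as the positive control and 0% = DMSO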
STAT3 act – activators of IL-6 induced STAT3 signaling. U3A cells, IL-6 STAT3-luciferase reporter, luminescence; 100% = signal with IL-6 EC80 alone. activation (% of control), % at 5.6 µM. 190,000 tested, 0.91% active;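 active = activation above the screen-wide mean of compound activation plus 3 SD, cut at about 130% in these data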;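 note: 0% = background luminescence of wells with medium and substrate only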
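Material: STAT3-luciferase reporter U3A cells. Controls: IL-6-treated wells, 100% activation. Read-out: % activation versus median of IL-6-stimulated wells. Probe or stimulus: IL-6 stimulus at 33 ng/mL final. Timing: compound 1 h, then IL-6 6 h at 37 °C. Signal: reporter luminescence signal.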
TLR4 MyD88 comp – blocks binding of human TLR4 to MyD88 | HeLa CL3-4 TLR4/MyD88 BLA complementation, FRET ratio | inhibition, % at 8.4 µM | 200,000 tested, 0.18% active; in the data active = inhibition above about 25%;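 note: 0% = vehicle and 100% = reference inhibitor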
Target sequence (O00206 whole entry, looked up): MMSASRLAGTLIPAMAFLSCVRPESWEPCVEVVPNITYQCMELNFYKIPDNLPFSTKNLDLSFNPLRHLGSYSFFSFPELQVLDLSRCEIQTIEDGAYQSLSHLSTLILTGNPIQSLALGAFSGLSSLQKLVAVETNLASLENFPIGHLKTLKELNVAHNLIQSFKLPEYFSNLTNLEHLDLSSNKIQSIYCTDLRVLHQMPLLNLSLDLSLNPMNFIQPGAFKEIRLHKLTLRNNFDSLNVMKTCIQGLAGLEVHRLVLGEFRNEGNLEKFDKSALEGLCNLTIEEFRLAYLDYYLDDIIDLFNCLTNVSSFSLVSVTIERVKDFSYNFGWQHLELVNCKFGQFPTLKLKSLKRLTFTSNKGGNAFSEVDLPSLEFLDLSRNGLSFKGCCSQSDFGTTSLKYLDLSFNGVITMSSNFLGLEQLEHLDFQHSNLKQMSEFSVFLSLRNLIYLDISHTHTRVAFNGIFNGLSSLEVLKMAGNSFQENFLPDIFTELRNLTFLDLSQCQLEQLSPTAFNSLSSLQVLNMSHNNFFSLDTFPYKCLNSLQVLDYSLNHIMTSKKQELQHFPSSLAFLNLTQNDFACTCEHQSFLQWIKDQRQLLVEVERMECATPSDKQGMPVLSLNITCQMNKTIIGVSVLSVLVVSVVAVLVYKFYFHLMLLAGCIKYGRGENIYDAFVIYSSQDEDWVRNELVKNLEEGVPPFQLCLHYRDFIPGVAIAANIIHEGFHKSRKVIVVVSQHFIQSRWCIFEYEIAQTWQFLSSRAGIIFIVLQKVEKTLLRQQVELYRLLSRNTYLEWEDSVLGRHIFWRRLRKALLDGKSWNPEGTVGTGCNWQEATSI
Target sequence (Q99836 whole entry, looked up): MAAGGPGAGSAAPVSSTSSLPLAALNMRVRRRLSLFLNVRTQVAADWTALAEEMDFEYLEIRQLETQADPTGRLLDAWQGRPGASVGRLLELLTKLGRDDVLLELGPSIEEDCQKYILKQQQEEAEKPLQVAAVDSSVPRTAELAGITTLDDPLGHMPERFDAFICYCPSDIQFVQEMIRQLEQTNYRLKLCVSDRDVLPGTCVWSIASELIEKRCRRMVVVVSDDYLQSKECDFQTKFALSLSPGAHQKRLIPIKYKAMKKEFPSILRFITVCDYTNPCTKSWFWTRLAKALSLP
STAT1 act – STAT1 signaling activation; NIH 3T3 STAT1-luciferase reporter, IFN-gamma, luminescence; 100% = IFN-gamma alone, no compound; activation (% of control), % at 5.5 µM; 200,000 tested, 2.6% active; AID 932;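 active = activation above the screen-wide mean activation plus 3 SD, cut at about 130% in these data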;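 note: raw ratio to IFN-gamma control signal so 100% means no change and 0% no light; values of inactives mirror those of a sister screen read the other way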
APP 5'UTR act – APP 5'UTR luciferase reporter activation; SH-SY5Y APP 5'UTR luciferase reporter, luminescence; zero percent = DMSO vehicle wells; activation, % at 2 µM; 190,000 tested, 1% active; AID 1276;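 active = activation above a set limit, based on mean plus 3 SD of controls, cut at about 140% in these data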; note: values of inactives mirror those of a sister screen read the other way
NF-kB expr up – NF-kB expression increase, human neuronal cells. NF-kB reporter expression; stronger effect = higher value. fold change at 12.5 µM. 190,000 tested, 1.6% active; in the data active = fold change above about 3.3
Active calls of the source: *; . = not tested or not shown. Rows were taken by chance. Share with any hit: about 5.6%.

Structure	STAT1 blocker	DTT redox prof	Efa HMGR inh	STAT3 blocker	Hsp70 activator	STAT3 act	TLR4 MyD88 comp	STAT1 act	APP 5'UTR act	NF-kB expr up
Cc1ccc(NC(=O)C(=O)NCCN2CCN(S(C)(=O)=O)CC2)cc1	1	-0.3	-2	12	0.0	98	-2	97	8	1.1
COc1ccc(NC(=O)Cn2cccc2)c(OC)c1	-7	3.0	-8	2	-0.1	100	0	106	1	1.2
COc1ccc(C(=O)Nc2ccc(-c3ccc(NC(=O)c4ccc(OC)cc4)c(OC)c3)cc2OC)cc1	12	2.3	0	-5	-0.2	103	-12	90	19	1
Cc1ccc(N=Nc2c(C)[nH]n(C(N)=S)c2=O)cc1C	-15	0.2	1	-24	-0.2	120	0	113	96	4.8*
Cc1ccc(-c2onc3ccc(C=O)cc23)cc1	-14	-0.1	3	12	-0.1	94	-2	113	89	2.5
COc1ccc(/C=N/n2cc(-c3ccccc3)nc2N)cc1	0	-0.7	-1	7	-0.2	98	-14	98	2	1.4
CCN(CC)CCCN1C(=O)C(=O)/C(=C(/O)c2cnn(-c3ccccc3)c2C)C1c1ccncc1 (configuration not stated)	3	2.6	.	3	-0.4	100	-3	97	-36	.
Cc1ccc(NC(=O)COC(=O)c2ccc([N+](=O)[O-])o2)cc1S(=O)(=O)N1CCCCC1	2	-1.0	2	-1	0.0	104	4	97	-4	0.88
O=C(Nc1nnc(-c2ccccc2Cl)o1)c1nc2ccccc2s1	-12	-2.9	-2	-60	0.0	159*	-1	111	10	1.1
CC(C)CN(C(=O)CSc1nnc2c(Cl)cc(C(F)(F)F)cn12)C1CCS(=O)(=O)C1 (configuration not stated)	5	2.1	3	10	0.7	93	11	95	18	1
Brc1ccc(NC2=Nc3ccccc3CC2)cc1	-63	1.0	-6	28	0.7	79	-8	158*	99	4.7*
COc1ccc([N+](=O)[O-])cc1NCc1ccccc1	-48	0.2	-3	-11	-0.3	110	4	143*	10	1.6
Fc1ccc(COc2cccc(-c3n[nH]c(=S)o3)c2)cc1	-12	-1.1	-2	2	0.1	102	-20	109	-6	0.92
Cc1nn(Cc2ccc(Cl)cc2)c(C)c1NC(=O)CSc1n[nH]c(C)c1[N+](=O)[O-]	7	-0.1	3	1	-0.3	102	-8	93	-3	0.76
COc1ccc(S(=O)(=O)N(C)CC(=O)NCc2cccnc2)cc1OC	-1	0.3	2	-3	-0.2	103	-6	101	3	1.1
CCOC(=O)c1c(-n2cnnn2)sc(C)c1C	5	-0.9	3	4	0.2	100	5	96	3	0.91
O=C(Cn1cc(C(F)(F)F)cc(Cl)c1=O)Nc1cc(S(=O)(=O)N2CCOCC2)ccc1Cl	7	0.8	-6	-4	-0.3	100	-7	94	13	1
COc1ccc2cc(C3OCCO3)c(Cl)nc2c1	-31	-0.2	0	19	0.2	89	-10	127	86	2.9
Cc1ccc(OC(C)C(=O)Nc2ccc(C)c(S(=O)(=O)Nc3ccc(C)cc3C)c2)cc1 (configuration not stated)	-3	-0.3	0	3	-0.3	95	-11	103	0	0.69
CC(C)CC(=O)NC1(C(F)(F)F)NC(=O)N(c2ccccc2)C1=O (configuration not stated)	1	-0.5	-2	12	0.7	94	-13	100	-3	.
O=C(CCC(=O)N1CCCC1)Nc1ccc([N+](=O)[O-])cc1	-8	0.4	-4	2	-0.3	100	-16	105	-3	0.92
C=CCn1c(NC(=O)c2ccc(Br)o2)c(C(=O)OCC)sc1=S	-1	1.8	-3	1	0.0	104	1	101	-1	1.2
COC(=O)C1=C(N)Oc2cc(C)oc(=O)c2C1c1cccnc1 (configuration not stated)	5	0.4	0	6	-0.2	97	-3	96	-5	1.2
CN(C)c1nc2ccc(OCCN3CCCCC3)cc2s1	-17	-1.8	-7	-5	0.5	109	8	115	26	1.8
O=C(Nc1ccc(CSc2ccccc2)cc1)c1ccc(CN2CCOCC2)cc1	10	0.3	-3	73*	0.1	39	12	91	-6	1.3
COc1ccc(-c2cnnc(N/N=C/c3ccc(OC)c(OC)c3)n2)cc1	-4	-0.7	-5	29	-0.3	78	-12	103	-18	1.1
CCOc1cc(NC(=O)c2ccccc2[N+](=O)[O-])c(OCC)cc1NC(=O)CC(C)C	13	-4.2	0	2	-0.1	105	5	88	-1	1.2
CCNc1ccc(C(=O)OCC(=O)c2cc(C)n(Cc3ccc4c(c3)OCO4)c2C)cc1[N+](=O)[O-]	12	0.8	2	-2	-0.1	100	-13	89	-2	1.1
Cc1cccc(CSc2cccc3cccnc23)c1	-51	-4.6	-2	-17	0.1	115	12	146*	-35	3
CN(C)[C@@H]1CCC[C@@H]1OC(=O)C(c1ccccc1)c1ccccc1	6	0.2	-7	3	-0.2	99	2	95	-6	1.2
CC(C)n1c2ccccc2c2nnc(SCC(=O)Nc3ccccc3C(=O)O)nc21	8	-0.5	-3	12	0.0	99	-1	91	2	0.85
Oc1ccc2ccccc2c1/C=N/Nc1nnc(-c2ncc[nH]2)c2ccccc12	29	-0.7	-4	24	-0.3	84	33*	74	6	0.8
CCn1c(=O)cc(SCC(=O)N2CCN(c3ccccc3OC)CC2)c2ccccc21	5	3.5	-1	14	-0.1	90	-5	96	10	0.64
CCOC(=O)c1cc(C#N)c(=S)[nH]c1C	-15	-0.2	1	6	0.3	103	-9	112	26	1.1
COc1ccc(-n2cnnc2SCCC#N)cc1	8	-0.1	-1	5	-0.4	95	-1	93	-12	1
COc1ccc(OC(C)c2nnc(N)s2)cc1 (configuration not stated)	5	-1.1	-4	11	-0.2	96	7	95	8	0.92
CCC(C(=O)NCc1ccco1)N(Cc1cccs1)C(=O)CNS(=O)(=O)c1ccccc1 (configuration not stated)	8	0.4	6	-4	0.1	103	-4	93	-2	1
O=C(NCc1ccccc1Cl)C1CCN(S(=O)(=O)c2ccc(F)cc2)CC1	-2	-0.3	7	-1	-0.1	105	-1	100	6	0.99
NC(=O)C1CCN(c2ccc(S(=O)(=O)N3CCCCC3)cn2)CC1	1	0.0	-1	7	0.3	98	-15	96	1	1
CCOC(=O)C(NC(=O)NCc1ccccc1)(OCC)C(F)(F)F (configuration not stated)	-2	-0.2	-4	0	-0.4	100	-2	101	-9	0.95
CC(C)Nc1nc(Cl)nc(NCCOc2ccccc2)n1	-8	0.5	-3	-17	0.0	110	1	107	23	1.5
COc1cccc(CNC(=O)Nc2cccs2)c1	-1	0.2	-1	1	-0.1	101	-2	101	37	1.3
COc1ccc(NC(=O)COC(=O)CCCOc2ccc(Cl)cc2Cl)cc1	13	0.1	-3	16	-0.5	84	0	89	3	0.97
Cc1nn(-c2ccccc2)c2c1C(c1cccnc1)N1C=C(S(=O)(=O)N3CCCCC3)C=CC1=N2 (configuration not stated)	-5	0.6	1	7	-0.2	99	-5	103	1	0.89
O=C(CCCc1ccccc1)N1CCc2ccccc21	-76	0.1	-9	2	-0.2	99	4	180*	70	7.7*
O=C(Cn1cnc2c(cnn2-c2ccc(F)cc2)c1=O)NCC1CCCO1 (configuration not stated)	2	-0.9	1	7	-0.5	96	-8	98	-8	1.1
CCCc1cc(=O)[nH]c(SCC(=O)Nc2nc3ccc(OCC)cc3s2)n1	2	2.5	-4	3	-0.1	103	10	98	13	.
COC(=O)c1c(NC(=O)c2cnccn2)sc2c1CCC2	-4	0.3	-1	8	-0.3	93	-5	104	-7	1.2
CCn1nnc(NC(=O)C(C)Oc2ccc(Cl)cc2Cl)n1 (configuration not stated)	3	-0.2	0	16	0.0	89	0	97	13	1.3

Entries shown so far that contain an NH in an aromatic ring:
Structure	STAT1 blocker	DTT redox prof	Efa HMGR inh	STAT3 blocker	Hsp70 activator	STAT3 act	TLR4 MyD88 comp	STAT1 act	APP 5'UTR act	NF-kB expr up
Cc1ccc(N=Nc2c(C)[nH]n(C(N)=S)c2=O)cc1C	-15	0.2	1	-24	-0.2	120	0	113	96	4.8*
Fc1ccc(COc2cccc(-c3n[nH]c(=S)o3)c2)cc1	-12	-1.1	-2	2	0.1	102	-20	109	-6	0.92
Cc1nn(Cc2ccc(Cl)cc2)c(C)c1NC(=O)CSc1n[nH]c(C)c1[N+](=O)[O-]	7	-0.1	3	1	-0.3	102	-8	93	-3	0.76
Oc1ccc2ccccc2c1/C=N/Nc1nnc(-c2ncc[nH]2)c2ccccc12	29	-0.7	-4	24	-0.3	84	33*	74	6	0.8
CCOC(=O)c1cc(C#N)c(=S)[nH]c1C	-15	-0.2	1	6	0.3	103	-9	112	26	1.1
CCCc1cc(=O)[nH]c(SCC(=O)Nc2nc3ccc(OCC)cc3s2)n1	2	2.5	-4	3	-0.1	103	10	98	13	.
